# Screening data from PubChem BioAssay.
# APE1 inh: blocks human APE1 abasic DNA cleavage; P27695; recombinant APE1, TAMRA/BHQ-2 abasic DNA cleavage fluorescence; Potency, µM (doses to about 65.8 µM), for inactives: top-dose activity change, negative = inhibition, usual class: inhibitors; actives 0.35% (n = 350,000);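 note: potency is the fitted concentration of half-maximal effect; plate controls were vehicle for no effect and reference inhibitor for full effect; nearly all actives have a fitted effect of over 55% in size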
# Target sequence (P27695 whole entry, looked up): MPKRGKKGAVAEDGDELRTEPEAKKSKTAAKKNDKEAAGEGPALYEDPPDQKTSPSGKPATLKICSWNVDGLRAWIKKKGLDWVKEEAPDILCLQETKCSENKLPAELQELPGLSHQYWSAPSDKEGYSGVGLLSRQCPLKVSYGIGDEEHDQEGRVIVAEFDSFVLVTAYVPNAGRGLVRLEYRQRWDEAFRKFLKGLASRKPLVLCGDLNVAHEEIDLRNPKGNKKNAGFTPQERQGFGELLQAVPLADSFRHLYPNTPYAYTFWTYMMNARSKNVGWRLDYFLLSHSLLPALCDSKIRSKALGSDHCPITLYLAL
#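 Readout is kinetic fluorescence (ex 525, em 598 nm) from cleavage of 50 nM TAMRA/BHQ-2 THF abasic duplex by 0.75 nM APE1, compound added 15 min beforehand at RT.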
# POLH inh: inhibitors of human DNA polymerase eta. Q9Y253. recombinant Pol eta, fluorescent DNA replication assay. Potency, µM (titrated, usually from 114 µM), for the others: at the top dose activity change, negative = inhibition, usual class: inhibitors. actives 1.2% (n = 390,000). AID 588591; note: potency is the fitted concentration of half-maximal effect; % is set by controls: 0 for no effect and ±100 for the full control effect
# Target sequence (Q9Y253 whole entry, looked up): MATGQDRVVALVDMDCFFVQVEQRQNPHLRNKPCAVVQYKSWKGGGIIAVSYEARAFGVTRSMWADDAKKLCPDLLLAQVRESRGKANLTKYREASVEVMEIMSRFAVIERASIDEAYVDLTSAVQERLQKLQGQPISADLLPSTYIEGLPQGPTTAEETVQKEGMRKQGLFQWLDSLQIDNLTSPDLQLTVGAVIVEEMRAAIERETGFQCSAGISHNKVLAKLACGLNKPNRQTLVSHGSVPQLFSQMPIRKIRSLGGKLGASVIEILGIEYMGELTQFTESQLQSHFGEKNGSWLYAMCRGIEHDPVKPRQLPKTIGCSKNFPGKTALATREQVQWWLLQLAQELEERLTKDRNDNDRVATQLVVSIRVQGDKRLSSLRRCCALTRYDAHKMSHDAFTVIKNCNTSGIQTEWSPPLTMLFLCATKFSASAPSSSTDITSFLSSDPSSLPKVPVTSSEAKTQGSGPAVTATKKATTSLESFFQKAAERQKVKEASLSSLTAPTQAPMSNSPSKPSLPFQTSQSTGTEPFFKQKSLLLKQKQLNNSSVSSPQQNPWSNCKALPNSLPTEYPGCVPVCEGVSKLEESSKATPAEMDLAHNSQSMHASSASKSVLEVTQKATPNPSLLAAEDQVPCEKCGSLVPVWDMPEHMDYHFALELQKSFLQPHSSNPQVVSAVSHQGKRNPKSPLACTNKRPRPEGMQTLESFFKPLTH
#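 Pol eta at 10 nM preincubated with compounds 15 min at room temperature; reaction started with fluorescent substrate (50 nM final) and read kinetically at 0 and 10 min.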
# POLI inh: blocks human DNA polymerase iota activity. Q9UNA4. Pol iota fluorescent replication assay, 10 min. Potency, µM (series often up to 115 µM), inactives show at the highest dose activity, negative = inhibition, usual class: inhibitors. actives 1% (n = 390,000). AID 588590; note: potency is the fitted concentration of half-maximal effect
#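 Pol iota at 10 nM preincubated 15 min with compounds at room temperature; reaction started with fluorescent substrate, 50 nM final. Fluorescence read kinetically at 0 and 10 min; buffer-only wells as negative control.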
# LDHA inh: blocks human lactate dehydrogenase A; actives 0.15% (n = 480,000); AID 1347041; P00338; purified LDHA, NADH/diaphorase-resazurin fluorescence; active compounds read low; activity change, % (values are at about 110 or 230 µM); in the data active = activity change below about -30%; inconclusive = mostly about -25% to -30%;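 note: plate controls were DMSO wells for no effect and wells without enzyme for full effect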
#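 Human LDH5 at 2 nM final in Tris HCl pH 7.4 with 0.06 mM NADH and 0.2 mM pyruvate, reacted 5 minutes at room temperature. Remaining NADH coupled via diaphorase/resazurin; resorufin fluorescence read at 0 and 20 minutes, normalized to enzyme-free and DMSO wells.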
# Pol kappa inh: DNA polymerase kappa (human) inhibition. purified Pol kappa, fluorescent DNA synthesis assay, 10 min. Potency, µM (top dose mostly 107 µM), inactives show at the highest dose activity, negative = inhibition, most hits filed as inhibitors. actives 0.53% (n = 400,000). AID 588579; note: potency is the fitted concentration of half-maximal effect; % is set by controls: 0 for no effect and ±100 for the full control effect
#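 10 nM Pol kappa was preincubated with compounds for 15 min at room temperature. Reaction started with 50 nM (final) substrate. Fluorescence read kinetically at 0 and 10 min.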
# Pol beta inh: DNA polymerase beta (human) inhibition; Pol beta primer extension/strand displacement, fluorescence kinetic; Potency, µM (series often up to 114 µM), for inactives: at the top dose activity change, negative = inhibition, most hits filed as inhibitors; actives 1.3% (n = 340,000); AID 485314; note: potency is the fitted concentration of half-maximal effect; % is set by controls: 0 for no effect and ±100 for the full control effect
#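 Homogeneous kinetic assay of primer extension and strand displacement by 10 nM Pol beta, preincubated 15 min at room temperature with compound before 50 nM substrate (final) was added. Read at 0 and 10 min; four-parameter Hill fit.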
# GRP78 ERSR act: induces the endoplasmic reticulum stress response in human glioma cells | Potency, µM, without a hit: at the highest dose activation, most hits filed as activators | actives 0.02% (n = 420,000) | U87-MG GRP78 promoter luciferase reporter, 16 h; note: potency is the fitted concentration of half-maximal effect; series mostly up to about 76 µM; % of control where 0% means no effect; nearly all actives have a fitted effect of over 35% in size
#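 Stably transfected U87-MG glioma cells carrying a GRP78-based luciferase sensor; 16 h compound incubation. Luminescence end-point read 10 min after Bright-Glo addition at room temperature.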
# BLM inh: inhibitors of human Bloom syndrome helicase BLM; P54132; recombinant BLM DNA unwinding, fluorescence dequenching; Potency, µM (doses to about 56.1 µM), inactives show top-dose activity change, negative = inhibition, usual class: inhibitors; actives 0.2% (n = 350,000);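 note: potency is the fitted concentration of half-maximal effect; plate controls were vehicle for no effect and no enzyme for full effect; nearly all actives have a fitted effect of over 35% in size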
# Apoferritin bind: candidate novel general anesthetic via apoferritin binding; AID 485281; apoferritin/1-aminoanthracene competitive binding, fluorescence; actives 0.074% (n = 350,000); Potency, µM (highest dose often 77.5 µM), inactives show at the top dose activity change, negative = displacement, hits mostly inhibitors; P02791; note: potency is the fitted concentration of half-maximal effect; % is set by controls: 0 for no effect and ±100 for the full control effect; nearly all actives have a fitted effect of over 20% in size
#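 Apoferritin-based anesthetic binding model; compound displacement of fluorescent 1-AMA measured as endpoint fluorescence after 10 minutes at room temperature, scaled to free-ligand and complex controls.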
# * marks the source's active call; other numbers are inactive results; ? = inconclusive; · = not tested or not shown; [ ] = remark or other dose. Unless noted, calls come from the whole dose curve; as a rule, active = well fitted curve in the direction sought with a large enough effect; inconclusive = small, poorly fitted or top-dose-only effect, or another doubt; inactive = no such curve, though single readings can be large; an effect the other way counts as inactive or inconclusive. An excerpt (hit frequency here may not be typical).
# Every second line gives: APE1 inh	POLH inh	POLI inh	LDHA inh	Pol kappa inh	Pol beta inh	GRP78 ERSR act	BLM inh	Apoferritin bind
O=C(O)c1cc(Cl)c(Cl)cc1C(=O)N1CCOCC1
 : -6%	-12%	5%	-2	6%	9%	-3%	-1%	-8%
Cc1cc(C)c2c(CC(=O)Nc3c(C(=O)c4ccc(F)cc4)oc4ccccc34)coc2c1
 : ·	-4%	28%	-3	12%	33%	-1%	0%	-1%
CCOC(=O)c1c(C)[nH]c(C)c1C(=O)COC(=O)/C=C/c1cccc(Cl)c1
 : -8%	-27%	14%	1	-11%	0%	0%	-13%	?
O=C(NC1CC2CCCC(C1)N2C(=O)NC1CCCCC1)c1ccc(F)cc1 (stereo unspecified)
 : 3%	-1%	?	-7	-4%	?	-1%	0%	-4%
COc1ccc(CCNC(=O)COc2ccc(-c3ccc(C#N)cc3)cc2)cc1
 : 20%	-5%	12%	-5	1%	45%[activator]	-6%	1%	-3%
N#CCC(=O)N1CCN(C(c2ccccc2)c2ccccc2)CC1
 : ·	-3%	72%[activator]	8	-2%	·	-3%	·	·
Cn1c(SCC(=O)NC2CCCCC2)nnc1-c1cccnc1
 : 39%	-9%	8%	-7	5%	9%	-2%	-6%	-8%
COc1ccc(OC)c(C2NC(=O)CCC2[N+](=O)[O-])c1 (stereo unspecified)
 : 18%	-21%	64%[activator]	-3	-9%	28%	-6%	-2%	-9%
N#Cc1cc(C(=O)c2cc(F)ccc2O)cn(Cc2ccccc2)c1=O
 : -4%	?	-21%	-5	-14%	-22%	-8%	-6%	-21%
Cc1nc(C(=O)N(C)C)nn1-c1cc(Cl)ccc1Cl
 : -4%	6%	5%	-4	-18%	1%	-3%	-1%	17%
Fc1ccccc1-c1nc2ncccc2o1
 : 15%	-14%	107%[activator]	-4	-5%	19%	-5%	-2%	-7%
O=C(COC(=O)C1CC2CCCC(C1)C2=O)Nc1ccccc1 (stereo unspecified)
 : 4%	-15%	1%	-1	0%	·	-3%	·	·
O=c1c(S(=O)(=O)c2ccc(Cl)cc2)cn(Cc2ccccc2F)c2ccc(F)cc12
 : 0%	-10%	2%	-6	-12%	1%	-3%	-5%	-12%
CC1OC(OC2C(OC3C(O[C@H]4CC[C@]5(C)C6C=C[C@]78OC[C@@]9(CC[C@@H](C)[C@H](C)C97)[C@H](O)C[C@@]8(C)[C@]6(C)CC[C@H]5C4(C)C)OC(C)C(O)C3O)OC(CO)C(O)C2O)C(O)C(O)C1O (stereo partly specified)
 : -15%	·	·	·	·	-19%	·	-10%	-9%
COc1ccccc1N1CCN(CC(=O)Nc2cccc(F)c2)CC1
 : -1%	-14%	-8%	0	-4%	11%	-4%	-2%	-6%

# The final 2 records of the part before open the next one.
# Every second line gives: APE1 inh	POLH inh	POLI inh	LDHA inh	Pol kappa inh	Pol beta inh	GRP78 ERSR act	BLM inh	Apoferritin bind
CC1OC(OC2C(OC3C(O[C@H]4CC[C@]5(C)C6C=C[C@]78OC[C@@]9(CC[C@@H](C)[C@H](C)C97)[C@H](O)C[C@@]8(C)[C@]6(C)CC[C@H]5C4(C)C)OC(C)C(O)C3O)OC(CO)C(O)C2O)C(O)C(O)C1O (stereo partly specified)
 : -15%	·	·	·	·	-19%	·	-10%	-9%
COc1ccccc1N1CCN(CC(=O)Nc2cccc(F)c2)CC1
 : -1%	-14%	-8%	0	-4%	11%	-4%	-2%	-6%
COCCCNC(=O)C12CCC(C)(C(=O)C1)C2(C)C (stereo unspecified)
 : 0%	-4%	-8%	0	-2%	1%	-3%	0%	-4%
O=C(C[n+]1cccc2cc(Cl)ccc21)c1cccc([N+](=O)[O-])c1
 : ·	·	1%	-2	-4%	·	-3%	·	·
C=CCc1c(NCCO)nc(C)[nH]c1=O
 : 18%	-16%	12%	2	12%	23%	1%	-11%	-15%
O=C(NCCN1CCOCC1)c1ccc(Cl)cc1O
 : 1%	-9%	114%[activator]	-8	-1%	26%	-1%	-2%	-12%
CC1CCCCN1c1ncnc(N)c1[N+](=O)[O-] (stereo unspecified)
 : -1%	-9%	93%[activator]	-4	-3%	1%	-4%	-5%	-19%
Cc1csc2nc(CCNS(=O)(=O)c3ccc(F)cc3)cn12
 : ·	-15%	-12%	-2	-1%[60.1 µM]	-19%	-3%	-2%	-2%
CN1CCN(c2ccc(-c3cccc(NC(=O)COc4ccc(Cl)cc4Cl)c3)nn2)CC1
 : 7%	-9%	26%	-8	13%	·	0%	·	·
CN(C)CCCN(Cc1cc2cc3c(cc2[nH]c1=O)OCO3)C(=S)Nc1ccccc1
 : -1%	-2%	66%[activator]	-7	0%	18%	-3%	34%[activator]	-4%
CN(CC(=O)Nc1ccccc1Br)C(=O)c1cc2c(s1)CCCCC2
 : -17%	-12%	13%	-1	-9%	·	7%	·	·
O=C(Cn1c(=O)oc2ccccc21)N1CCN(S(=O)(=O)c2ccccc2)CC1
 : 11%	-13%	-12%	2	13%	·	-5%	·	·
COc1ccc(C(=O)NCCc2nnc(SCC(=O)Nc3ccccc3C(C)C)n2C)cc1
 : -1%	-15%	15%[58.9 µM]	-2	-5%	-1%	-5%	0%	-5%
CN(C)c1ncnc2c1ncn2C1CCCCO1 (stereo unspecified)
 : ·	1%	7%	-9	-2%	·	1%	·	·
O=C(O)CCCNS(=O)(=O)c1ccc(NCc2ccccc2)c(C(=O)O)c1
 : 19%	?	11%	1	-11%	6%	-2%	2%	9%
CCOc1cccc(NC(=O)C2CC(=O)N(C)C(=Nc3ccc(F)cc3)S2)c1 (stereo unspecified)
 : ·	-17%	1%	-8	3%[60.1 µM]	0%	-2%	-14%	-18%
N#Cc1ccc(CSc2nc3c(c(=O)[nH]2)CCC3)cc1
 : ·	·	45%[activator]	-1	10%	1%	·	-3%	-5%

# Record cards, as listed above:
# Listed for `CCOc1cccc(NC(=O)C2CC(=O)N(C)C(=Nc3ccc(F)cc3)S2)c1` (stereo unspecified) → APE1 inh = ·; POLH inh = -17%; POLI inh = 1%; LDHA inh = -8; Pol kappa inh = 3%[60.1 µM]; Pol beta inh = 0%; GRP78 ERSR act = -2%; BLM inh = -14%; Apoferritin bind = -18%
# Listed for `N#Cc1ccc(CSc2nc3c(c(=O)[nH]2)CCC3)cc1` → APE1 inh = ·; POLH inh = ·; POLI inh = 45%[activator]; LDHA inh = -1; Pol kappa inh = 10%; Pol beta inh = 1%; GRP78 ERSR act = ·; BLM inh = -3%; Apoferritin bind = -5%

# New compounds follow
# Every second line gives: APE1 inh	POLH inh	POLI inh	LDHA inh	Pol kappa inh	Pol beta inh	GRP78 ERSR act	BLM inh	Apoferritin bind
CC(C)OC(=O)CSc1nnc(CNc2ccc(Cl)cc2)n1Cc1ccccc1
 : -2%	-11%	-4%	-2	-18%	-3%	10%	1%	-5%
Cc1cc(NC(=O)COC(=O)C2CCN(C(=O)c3ccc(Cl)cc3)CC2)no1
 : 1%	-16%	-9%	0	-4%	-5%	0%	-4%	0%
Cc1cc(NC(=O)c2ccc(S(=O)(=O)Nc3ccccc3)cc2)no1
 : ?	6%	13%	3	-20%	20%	2%	-6%	-16%
CCOC(=O)NN1C(=O)c2ccccc2NC1c1ccccc1 (stereo unspecified)
 : 10%	-15%	18%	-9	-6%	26%	0%	7%	94%[activator]
COc1ccc(-c2c3c(nc4sc(C(=O)Nc5cccc(OC)c5)c(N)c24)CC(C)(C)CC3=O)cc1
 : ·	·	32%	-3	10%	4%	·	-9%	-3%
CC(=O)N1CCN(CC(c2ccccc2)c2ccccc2)CC1
 : 13%	-2%	9%	0	-3%	8%	-3%	0%	-9%
NC(=O)C1CCN(C(=O)c2ccc(OCC(=O)Nc3cccc(C(F)(F)F)c3)cc2)CC1
 : -1%	-12%	17%	-3	-14%	·	-3%	·	·
COCCNS(=O)(=O)c1cc(OC)c(C)cc1C
 : 2%	-4%	-12%	-1	6%	6%	-4%	-2%	-8%
Cc1ccc(NC(=O)CN(C)C(=S)NC2CC2)cc1
 : -2%	-17%	70%[activator]	-5	4%	19%	-9%	-2%	-8%
Cc1cnc(C(=O)OCC(=O)Nc2ccc(Br)cc2F)cn1
 : 9%	-13%	11%	-8	-13%	·	-2%	·	·
COc1cccc(CN(C)S(=O)(=O)c2c(C)noc2C)c1OC
 : 1%	-1%	27%	-4	-9%	·	-2%	·	·
CCOC(=O)C1(CC2CCCCO2)CCN(C(=O)Nc2ccc3c(c2)OCO3)CC1 (stereo unspecified)
 : -2%	-16%	5%	16	-1%	4%	1%	-6%	-3%
Cc1cccc(OCc2ccc(-c3nc(C#N)c(N4CCN(c5ccccc5)CC4)o3)o2)c1
 : ·	-8%	31%[activator]	-4	-16%	-1%	-2%	-1%	49%[activator]
Cc1c(C(=O)OCC(=O)N2CCCC(C)C2)oc2ccccc12 (stereo unspecified)
 : 3%	-4%	28%	2	6%	·	0%	·	·
Cc1ccc(NC(=O)COc2ccc(Br)cc2CO)cc1
 : 7%	-9%	-7%[58.9 µM]	2	-5%	-1%	2%	-4%	-16%
COc1ccc(-c2ccc(CNCc3ccccn3)o2)cc1Cl
 : 5%	·	·	·	·	46%	·	-13%	-21%
CCc1ccc(S(=O)(=O)c2nnn3c2nc(Nc2cc(OC)ccc2OC)c2sccc23)cc1
 : ·	-17%	32%[activator]	3	7%	28%	-3%	-2%	-11%
Cn1cccc1CC(=O)NNC(=S)Nc1ccc(Cl)cc1Cl
 : -8%	-2%	-12%	-3	-6%[60.1 µM]	?	-1%	-6%	-10%
